GRP78 ERSR act = qHTS for Inducers of the Endoplasmic Reticulum Stress Response (ERSR) in Human Glioma: qHTS; hit rate 0.02% among 420,000; Potency, µM, for inactives: at the highest dose activation, hits mostly activators; U87-MG GRP78 promoter luciferase reporter, 16 h; note: potency is the fitted concentration of half-maximal effect; series mostly up to about 76 µM; % of control where 0% means no effect; nearly all actives have a fitted effect of over 35% in size
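Stably transfected U87-MG glioma cells carrying a GRP78-based luciferase sensor; 16 h compound incubation. Luminescence end-point read 10 min after Bright-Glo addition at room temperature.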
Vif-APOBEC3G blk = qHTS for Inhibitors of Vif-A3G Interactions: qHTS | Potency, µM (series often up to 46.1 µM), inactives show at the highest dose activity, negative = active, most hits filed as inhibitors | HeLa A3G-eYFP + Vif (tagged APOBEC3G with the HIV-1 protein that degrades it), YFP fluorescence, overnight | hit rate 0.076% among 410,000 | DNA dC->dU-editing enzyme APOBEC-3G (Homo sapiens), Q9HC16;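 note: potency is the fitted concentration of half-maximal effect; % is set by controls: 0 for no effect and ±100 for the full control effect; nearly all actives have a fitted effect of over 60% in size; hits raise eYFP signal because A3G escapes Vif-driven loss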
Target sequence (Q9HC16 whole entry, looked up): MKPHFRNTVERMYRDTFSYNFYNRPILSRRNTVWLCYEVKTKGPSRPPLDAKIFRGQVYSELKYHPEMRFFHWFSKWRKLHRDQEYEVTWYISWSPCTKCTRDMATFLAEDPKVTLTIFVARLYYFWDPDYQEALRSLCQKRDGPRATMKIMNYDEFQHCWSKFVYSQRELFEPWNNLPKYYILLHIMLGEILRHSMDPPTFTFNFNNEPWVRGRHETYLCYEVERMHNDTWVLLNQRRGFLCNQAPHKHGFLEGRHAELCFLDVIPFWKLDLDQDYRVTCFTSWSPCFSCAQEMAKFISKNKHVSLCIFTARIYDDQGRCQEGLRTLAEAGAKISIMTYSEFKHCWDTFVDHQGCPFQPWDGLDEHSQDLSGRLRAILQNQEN
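Read-out is eYFP fluorescence (Ex 488/Em 500-530) from Vif-expressing HeLa A3G-eYFP cells; more signal means A3G escaped Vif-mediated degradation. Cells plated overnight, compound pinned in, incubated overnight at 37 deg C.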
D1 antag = Antagonist of Human D 1 Dopamine Receptor: qHTS; activity change, negative = inhibition, % at 10 µM; HEK293 TREx D1 cells, calcium flux, dopamine EC80; hits give low values; hit rate 3.2% among 360,000; D(1A) dopamine receptor (Homo sapiens), P21728; in the data active = activity change below about -30%; note: % is set by controls: 0 for no effect and ±100 for the full control effect
Target sequence (P21728 whole entry, looked up): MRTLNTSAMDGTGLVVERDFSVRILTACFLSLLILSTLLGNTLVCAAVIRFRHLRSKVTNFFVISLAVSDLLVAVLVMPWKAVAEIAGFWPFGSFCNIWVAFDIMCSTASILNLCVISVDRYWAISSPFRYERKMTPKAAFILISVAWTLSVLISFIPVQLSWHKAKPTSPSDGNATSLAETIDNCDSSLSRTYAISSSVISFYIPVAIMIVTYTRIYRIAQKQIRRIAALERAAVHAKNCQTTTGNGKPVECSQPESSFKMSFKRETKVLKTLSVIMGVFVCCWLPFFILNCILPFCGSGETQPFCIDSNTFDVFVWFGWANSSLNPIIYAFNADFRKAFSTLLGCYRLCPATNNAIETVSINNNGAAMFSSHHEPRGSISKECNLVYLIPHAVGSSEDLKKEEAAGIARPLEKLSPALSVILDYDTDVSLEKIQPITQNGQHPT
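Tetracycline-induced HEK293 T-REx cells with force-coupled D1 receptor were loaded with a no-wash calcium dye. Compound was added after a 10 s baseline and read kinetically for 180 s; EC80 dopamine was then added and calcium flux followed another 180 s.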
Vif-APOBEC3F blk = qHTS for Inhibitors of Vif-A3F Interactions: qHTS. HeLa A3F-eYFP + Vif (tagged APOBEC3F with the HIV-1 protein that degrades it), YFP fluorescence increase. Potency, µM (doses to about 46.1 µM), without a hit: at the highest dose activity, negative = active. hit rate 0.2% among 390,000; note: potency is the fitted concentration of half-maximal effect; % of control where 0% means no effect; nearly all actives have a fitted effect of over 65% in size
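Fluorescence increase (Ex 488/Em 500-530) after overnight compound treatment at 37 deg C flags inhibition of Vif-driven A3F-eYFP loss in stable HeLa A3F-eYFP/Vif cells seeded overnight beforehand.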
D1 ag = Allosteric Agonists of the Human D1 Dopamine Receptor: qHTS | HEK293 T-REx D1 cells, calcium flux, agonist mode | activation, % at 2 µM | hit rate 1% among 360,000; in the data active = activation above about 30%; note: 0% is about no effect
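Inducible HEK293 T-REx D1 cells, force-coupled to calcium signalling, were plated at 4000 cells/well with tetracycline and held overnight at 30 C. After no-wash calcium dye loading, compound-evoked calcium rise over 180 s flagged agonists.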
D1 potentiator = Potentiators of Human D1 Dopamine Receptor: qHTS; D(1A) dopamine receptor (Homo sapiens), P21728; HEK293 TREx D1 cells, calcium flux, dopamine EC20 potentiation; potentiation, % at 10 µM; hit rate 0.036% among 360,000; AID 504651, 2011; in the data active = potentiation above about 30%; note: 0% is about no effect
RXFP1 agonist = qHTS Assay for Agonists of the Relaxin Receptor RXFP1 | Relaxin receptor 1 (Homo sapiens), Q9HBX9 | Potency, µM (top dose mostly 57.5 µM), for inactives: top-dose activation, hits mostly activators | HEK293T-RXFP1 cAMP TR-FRET, 30 min; response scale: percent of porcine relaxin response, buffer zero | hit rate 0.3% among 370,000; note: potency is the fitted concentration of half-maximal effect; % is set by controls: 0 for no effect and ±100 for the full control effect; nearly all actives have a fitted effect of over 60% in size; many of its hits are not listed in these tables
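Agonist response is measured as cAMP accumulation in an RXFP1-transfected HEK293T line under PDE4 inhibition. Values are scaled between buffer-only and 29 nM porcine relaxin, and EC50s come from standard Hill equation fits.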
RXFP1 antagonist = qHTS Assay for Antagonists of the Relaxin Receptor RXFP1; Relaxin receptor 1 (Homo sapiens), Q9HBX9; HEK293-RXFP1, relaxin-stimulated cAMP HTRF, 30 min; hits give low values; activity change, negative = inhibition, % at 57.5 µM; hit rate 0.59% among 350,000;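 active = activity change of -60% or lower, but not beyond a set lower limit; inconclusive = change between -60% and -40%, or beyond the set limit; inactive = change above -40%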; note: % is set by controls: 0 for no effect and ±100 for the full control effect
D2 potentiator = HTS Assay for Positive Allosteric Modulators of the Human D2 Dopamine Receptor: Primary Screen for Potentiators | AID 485347, 2010 | hit rate 0.34% among 340,000 | D(2) dopamine receptor (Homo sapiens), P14416 | HEK293 T-REx D2, calcium flux, EC20 dopamine potentiation | potentiation, % at 10 µM;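 active = potentiation over 3 SD above the plate norm, cut at about 30% in these data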; note: 0% is about no effect
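Potentiation of an EC20 dopamine calcium response is measured in a force-coupled, tetracycline-inducible Hek293 Trex D2 line. Compound-only kinetic reads over 180 s flag agonists before dopamine addition.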
An asterisk follows results filed as active; ? = inconclusive; nt = no result given; & = joins results of further samples. Unless noted, calls come from the whole dose curve; as a rule, active = well fitted curve in the direction sought with a large enough effect; inconclusive = small, poorly fitted or top-dose-only effect, or another doubt; inactive = no such curve, though single readings can be large; an effect the other way counts as inactive or inconclusive. These rows are one share of the data; count on the stated rates, not on these rows.

SMILES	GRP78 ERSR act	Vif-APOBEC3G blk	D1 antag	Vif-APOBEC3F blk	D1 ag	D1 potentiator	RXFP1 agonist	RXFP1 antagonist	D2 potentiator
O=C(COC(=O)C(c1ccccc1)c1ccccc1)NCc1ccco1	-3%	-17%	-3	2%	7	-7	-0.4%	-7	8
CCN1CCN(CCNC(=O)CS(=O)(=O)Cc2nc(-c3ccc(C)cc3)oc2C)CC1	-4%	0%	-1	0%	3	4	1.0%	3	-7
CCS(=O)(=O)Nc1ccc(-c2nc3cccnc3s2)cc1	-11%	-3%	-10	1%	3	-4	16%	4	10
COc1ccc(NC(=O)CSc2nc3[nH]ncc3c(=O)[nH]2)c(OC)c1	-3%	-5%	-4	-24%	-1	-7	-2.0%	-14	-8
COc1ccc(CCNC(=O)C2C3CCC(C3)C2C(=O)O)cc1OC (stereo not given)	-5%	3%	6	1%	4	9	5.9%	-2	4
COc1ccccc1C=NNC(=O)c1ccccc1OCCOc1ccccc1	-1%	-10%	nt	-2%	nt	nt	nt	-13	nt
CCOc1cc(C(N)=O)cc(Br)c1OC	-4%	0%	26	0%	-4	4	-0.2%	0	16
Cc1ccc(NC(=O)CN2C(=O)N/C(=C/c3ccc(C)o3)C2=O)cc1	2%	-4%	9	-3%	0	2	-1.9%	-2	-1
CC(=O)N1CCN(Cc2nc3cc([N+](=O)[O-])ccc3n2C)CC1	-2%	2%	1	4%	3	1	1.4%	3	nt
Nc1nc(NCC2CCCO2)nc(Nc2ccc(F)cc2)c1[N+](=O)[O-] (stereo not given)	-1%	-2%	-3	4%	-2	1	0.8%	-4	11
N#CC1(NC(=O)CN2c3cccc4cccc(c34)S2(=O)=O)CCCCC1	-3%	0%	4	-1%	13	2	2.5%	5	6
CN(C=O)CP(=O)(O)CN1CCCCC1	nt	nt	14	nt	2	-1	0.5%	nt	-3
Cc1noc(C)c1C(=O)N1CCCC(C(=O)c2cccc(C(F)(F)F)c2)C1 (stereo not given)	-4%	1%	4	7%	0	0	0.4%	-5	-5
O=C(/C(=C/O)N=Nc1cccc(C(F)(F)F)c1)c1ccccc1	0%	-1%	-26	8%	2	-1	3.7%	-22	15
CN(C)C(=O)c1ccc(NC(=O)c2ccccc2Sc2ccccc2C#N)cc1	-3%	1%	0	-11%	1	-4	-0.1%	-14	8
CSc1nc2ccc(NS(=O)(=O)c3ccccc3F)cc2s1	6%	3%	13	-7%	4	3	0.7%	-10	-8
COc1ccc(Cl)cc1NC(=O)CCNS(=O)(=O)c1cccc2nonc12	-3%	0%	10	9%	6	nt	4.0%	-6	-4
Cc1cc(=O)[nH]c(N/N=C/c2c(C)nn(-c3ccccc3Cl)c2Cl)n1	3%	-1%	11	-9%	-4	1	6.5%	-14	9
CCCCN(CC(=O)Nc1c(C)cccc1CC)C(=O)SCC	-5%	0%	-2	5%	1	-1	-0.1%	-8	2
CC1CCCC(C)N1C(=O)COC(=O)c1ccc[nH]c1=O (stereo not given)	-6%	1%	16	-13%	-1	3	0.3%	-5	nt
CCc1ccc2[nH]c(=O)c(CN(Cc3ccc4c(c3)OCO4)C(=O)c3ccco3)cc2c1	-12%	-4%	20	5%	3	-1	4.3%	-15	-4
CCC1(CC)NC(=O)N(CC(=O)N2CCN(c3ccccc3F)CC2)C1=O	0%	1%	-14	0%	3	-1	1.6%	0	-9
Cc1cccc(NC(=S)NC(=O)/C=C/c2ccco2)n1	5%	?	-6	-8%	7	8	-0.9%	-1	2
Cc1cccc(C(=O)N(Cc2nc3ccccc3c(=O)[nH]2)C2CCCCC2)c1	-6%	-6%	22	0%	2	-2	-1.0%	-19	-16
O=C(C1COc2ccccc2O1)N1CCN(S(=O)(=O)c2ccccc2)CC1 (stereo not given)	-3%	1%	-8	-13%	4	-2	-0.6%	-8	-1
O=C(Nc1ccc(Cl)cc1)NN1CCCCCC1	6%	-3%	nt	-4%	nt	nt	nt	4	nt
CCCCCn1c(CCC(=O)Oc2ccccc2OC)nc2c1c(=O)[nH]c(=O)n2CCCC	-3%	-7%	7	3%	8	2	1.3%	-15	20
Cc1ccc(S(=O)(=O)N(C)C)cc1NC(=O)CSc1nc2ccccc2c(=O)n1CC1CCCO1 (stereo not given)	-3%	-1%	5	1%	2	1	0.9%	-10	-8
CCc1nnc(NC(=O)C2=CCN(S(=O)(=O)c3ccccc3)CC2)s1	0%	0%	-8	-5%	3	-3	-2.7%	-9	-3
COc1ccccc1N1CCN(S(=O)(=O)c2ccc(-c3cnc(C4CC4)o3)cc2)CC1	-5%&-1%	-1%&6%	-19&-9	-5%&-3%	2&2	5&-1	0.8%&0.8%	7	3&0
O=C(NCc1cccs1)c1nn2cccnc2c1Cl	0%	-3%	-13	8%	2	-4	4.1%	-6	nt
Cc1ccc(-n2c(Cc3ccccc3)nnc2SCc2nc(-c3cccs3)no2)cc1C	-1%	-7%	-18	0%	14	-2	-2.6%	nt	6
Cc1ccc(CN2C(=O)C(C)Nc3ncnc(N4CCN(c5ccccn5)CC4)c32)cc1 (stereo not given)	-4%	-4%	-11	2%	-1	-1	2.4%	nt	6
CCOc1cc(N2CCOCC2)c(OCC)cc1NC(=O)c1ccc(C)s1	-1%	-3%	-3	-3%	3	-5	3.7%	-10	2
COc1ccccc1OCc1nnc(SCC(=O)Nc2ccc(C)cc2)n1C	-2%	-2%	-5	2%	1	3	-0.9%	-1	-5
CCOc1ccccc1C1C(C#N)=C(N)Oc2cc(C)n(Cc3ccccn3)c(=O)c21 (stereo not given)	-3%	-1%	26	-4%	3	-2	0.2%	15	-2
CCOC(=O)Cn1c(=O)oc2cc(S(=O)(=O)Nc3ccc(N(CC)CC)cc3C)ccc21	-12%	1%	-5	-15%	8	-3	1.5%	-30	9
Cc1c(OC(C)C(=O)NCC2CCC(C(=O)O)CC2)ccc2c1oc(=O)c1ccccc12 (stereo not given)	-3%	0%	-5	5%	1	6	3.3%	nt	-4
COc1cc(Nc2ccccc2Cl)c([N+](=O)[O-])nc1[N+](=O)[O-]	-4%	?	-3	-12%	1	-1	0.2%	3	-7
CCC(C)(C)C(=O)Nc1cc([N+](=O)[O-])ccc1F	-3%	2%	8	-7%	2	5	-0.7%	5	4

Three entries from above, sorted by the value under D1 antag, high to low.
| Compound | D1 antag |
| --- | --- |
| Cc1cccc(C(=O)N(Cc2nc3ccccc3c(=O)[nH]2)C2CCCCC2)c1 | 22 |
| COc1cc(Nc2ccccc2Cl)c([N+](=O)[O-])nc1[N+](=O)[O-] | -3 |
| O=C(NCc1cccs1)c1nn2cccnc2c1Cl | -13 |

Following part
SMILES	GRP78 ERSR act	Vif-APOBEC3G blk	D1 antag	Vif-APOBEC3F blk	D1 ag	D1 potentiator	RXFP1 agonist	RXFP1 antagonist	D2 potentiator
COc1cc(OC)cc(-c2nnc(SCC(=O)N3CCCC3)o2)c1	-1%	-1%	-1	0%	1	-2	0.2%	-7	-1
CC(C)C[C@H](NC(=O)[C@H](Cc1ccccc1)n1c(=O)[nH]c2ccccc2c1=O)C(=O)N1CCC[C@H]1C(=O)O	1%	-4%	-1	9%	1	-3	0.3%	nt	-5
CC1(C)CC(C(N)=S)CCO1 (stereo not given)	-3%	-1%	-37*	-11%	1	-7	0.4%	0	nt
O=C(NCCN1CCCc2ccccc21)C1CCC(=O)N(CCc2ccccc2)C1 (stereo not given)	5%	2%	7	-8%	0	0	0.9%	1	16
Cc1ccc(CNC(=O)c2ccc(N3CCC4(CC3)CC(c3ccccc3)=NO4)c(N)c2)cc1	-4%	-4%	-12	?	3	-6	1.4%	nt	-13
Cc1nn(-c2ccccc2)c(C)c1NC(=O)c1ccc(S(=O)(=O)N2CCCC2)cc1	-1%	-5%	-6	-8%	3	-3	-0.9%	0	12
COc1cc(OCc2ccccc2)c(OC)c(OCc2ccccc2)c1	-1%	5%	nt	3%	nt	nt	nt	-10	nt
CC(C)NC(=O)CSc1nncn1-c1ccccc1	-2%	-9%	-8	-1%	-1	1	1.2%	1	11
COCCNC(=O)Cc1ccc(Br)cc1	4%	-1%	-5	0%	-1	-5	-0.5%	-2	11

A second format for ten compounds above.
smiles | GRP78 ERSR act | Vif-APOBEC3G blk | D1 antag | Vif-APOBEC3F blk | D1 ag | D1 potentiator | RXFP1 agonist | RXFP1 antagonist | D2 potentiator
O=C(COC(=O)C(c1ccccc1)c1ccccc1)NCc1ccco1 | -3% | -17% | -3 | 2% | 7 | -7 | -0.4% | -7 | 8
CCN1CCN(CCNC(=O)CS(=O)(=O)Cc2nc(-c3ccc(C)cc3)oc2C)CC1 | -4% | 0% | -1 | 0% | 3 | 4 | 1.0% | 3 | -7
CCS(=O)(=O)Nc1ccc(-c2nc3cccnc3s2)cc1 | -11% | -3% | -10 | 1% | 3 | -4 | 16% | 4 | 10
COc1ccc(NC(=O)CSc2nc3[nH]ncc3c(=O)[nH]2)c(OC)c1 | -3% | -5% | -4 | -24% | -1 | -7 | -2.0% | -14 | -8
COc1ccc(CCNC(=O)C2C3CCC(C3)C2C(=O)O)cc1OC (stereo not given) | -5% | 3% | 6 | 1% | 4 | 9 | 5.9% | -2 | 4
COc1ccccc1C=NNC(=O)c1ccccc1OCCOc1ccccc1 | -1% | -10% | nt | -2% | nt | nt | nt | -13 | nt
CCOc1cc(C(N)=O)cc(Br)c1OC | -4% | 0% | 26 | 0% | -4 | 4 | -0.2% | 0 | 16
Cc1ccc(NC(=O)CN2C(=O)N/C(=C/c3ccc(C)o3)C2=O)cc1 | 2% | -4% | 9 | -3% | 0 | 2 | -1.9% | -2 | -1
CC(=O)N1CCN(Cc2nc3cc([N+](=O)[O-])ccc3n2C)CC1 | -2% | 2% | 1 | 4% | 3 | 1 | 1.4% | 3 | nt
Nc1nc(NCC2CCCO2)nc(Nc2ccc(F)cc2)c1[N+](=O)[O-] (stereo not given) | -1% | -2% | -3 | 4% | -2 | 1 | 0.8% | -4 | 11

Compound activity: PubChem BioAssay, National Center for Advancing Translational Sciences (NCATS)
